Source: PubChem (several laboratories)
GPR7 antagonist = antagonists of human GPR7 (neuropeptides B/W receptor 1). P48145. GPR7-expressing cells, fluorescence antagonist assay. inhibition, % at 4.4 µM. 1.1% of 290,000 active; in the data active = inhibition above about 16%, passing the limit was not always enough;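 also: cells stimulated with the agonist NPW; 0% = agonist with vehicle and 100% = vehicle without agonist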
VIM-2 inhibitor = blocks Pseudomonas aeruginosa VIM-2 metallo-beta-lactamase | purified VIM-2, nitrocefin hydrolysis, epi-absorbance fluorescence | inhibition, % at 5.6 µM | 0.89% of 290,000 active;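 active = inhibition above the mean of all tested compounds plus 3 SD, cutoff set per screening run, cut at about 7.5% in these data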;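 also: red hydrolysis product quenches plate fluorescence so inhibitors raise well fluorescence; 0% = enzyme with DMSO and 100% = DMSO without enzyme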
IDE cell inh = inhibitors of human insulin-degrading enzyme in cells; HEK cells, FAbetaB cleavage, fluorescence polarization; inhibition, % at 5.59 µM; 0.41% of 320,000 active;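 active = percent inhibition above the average of all tested compounds plus 3 SD, set per screening campaign, cut at about 16% in these data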;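 also: IDE supplied by intact live HEK cells; FP after avidin binding of uncleaved biotin substrate so inhibition keeps polarization high; 0% = DMSO wells and 100% = 60 µM reference IDE inhibitor Ii1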
Target sequence (P14735 whole entry, looked up): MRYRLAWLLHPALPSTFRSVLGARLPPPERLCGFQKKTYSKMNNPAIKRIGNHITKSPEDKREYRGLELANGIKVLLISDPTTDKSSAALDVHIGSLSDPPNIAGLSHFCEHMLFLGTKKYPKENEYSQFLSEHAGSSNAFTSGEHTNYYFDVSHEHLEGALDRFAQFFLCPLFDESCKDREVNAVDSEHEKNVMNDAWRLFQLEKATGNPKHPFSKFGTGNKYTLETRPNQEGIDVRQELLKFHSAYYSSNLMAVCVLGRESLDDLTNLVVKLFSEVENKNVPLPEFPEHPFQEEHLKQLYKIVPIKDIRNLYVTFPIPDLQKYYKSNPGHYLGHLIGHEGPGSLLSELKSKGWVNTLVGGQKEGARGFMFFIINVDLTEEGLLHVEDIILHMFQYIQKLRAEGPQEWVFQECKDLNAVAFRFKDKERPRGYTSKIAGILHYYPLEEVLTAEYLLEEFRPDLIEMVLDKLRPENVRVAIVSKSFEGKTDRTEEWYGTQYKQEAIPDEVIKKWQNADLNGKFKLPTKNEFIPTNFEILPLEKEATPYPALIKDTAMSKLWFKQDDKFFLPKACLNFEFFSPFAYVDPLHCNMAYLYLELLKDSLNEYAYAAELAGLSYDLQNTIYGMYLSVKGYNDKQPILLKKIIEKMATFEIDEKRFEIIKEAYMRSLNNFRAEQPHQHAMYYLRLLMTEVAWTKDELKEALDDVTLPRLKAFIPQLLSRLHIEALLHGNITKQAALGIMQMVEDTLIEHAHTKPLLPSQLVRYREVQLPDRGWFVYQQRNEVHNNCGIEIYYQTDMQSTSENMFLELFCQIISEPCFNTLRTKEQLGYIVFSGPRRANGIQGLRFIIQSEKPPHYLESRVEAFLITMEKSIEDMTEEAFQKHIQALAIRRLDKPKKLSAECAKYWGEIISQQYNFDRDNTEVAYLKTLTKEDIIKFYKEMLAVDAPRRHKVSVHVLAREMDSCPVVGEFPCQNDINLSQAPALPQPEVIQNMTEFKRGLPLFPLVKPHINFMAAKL
PHOSPHO1 block = blocks human PHOSPHO1 phosphatase activity; Q8TCT1; recombinant PHOSPHO1, absorbance phosphatase assay; inhibition, % at 13.3 µM; 1.1% of 290,000 active; AID 1565; in the data active = inhibition above about 60%
M18AAP inhibitor = PfM18AAP enzyme inhibition. inhibition, % at 7.35 µM. recombinant PfM18AAP, H-Glu-NHMec fluorogenic cleavage. 1.2% of 290,000 active;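 active = inhibition above the campaign mean inhibition over all tested compounds plus 3 SD, cut at about 28% in these data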;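 also: 0% = plate median of test compound wells and 100% = 2 mM ZnCl2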
IMP-1 inhibitor = blocks Pseudomonas aeruginosa IMP-1 metallo-beta-lactamase. purified IMP-1, nitrocefin hydrolysis, epi-absorbance fluorescence. inhibition, % at 5.6 µM. 0.45% of 290,000 active;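 active = inhibition above the mean plus 3 SD of all compounds in the same screening run, cut at about 4.5% in these data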;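 also: 0% = IMP-1 with DMSO and 100% = DMSO wells lacking enzyme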
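System: Purified IMP-1 | Read-out basis: Percent enzyme inhibition | Controls: IMP-1 with DMSO as 0%, enzyme-free DMSO as 100% | Replicates: One well per compound | Doses: 5.6 µM nominal single concentration | Detection: Epi-absorbance fluorescence, 480 nm excitation, 530 nm emission | Incubation: 25 °C, 15 min preincubation, 25 min reaction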
NALP1 yeast inh = NALP1 inhibition; S. cerevisiae NALP1/ASC/caspase-1 growth, X-gal OD620, 72 h; inhibition, % at 10 µM; 0.61% of 280,000 active; in the data active = inhibition mostly above about 24%, no sharp cut-off; inactive = mostly below about 32%; also: some compounds called inactive have numbers as strong as hits
p-CIP stab down = p/CIP protein destabilization; AID 1984; F442A p/CIP-EGFP cells, EGFP fluorescence, 16 h; 0.01% of 290,000 active; decrease of EGFP signal, % at 10 µM; Q05BA5;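 active = EGFP signal decrease of at least 30% at 10 µM or well 3 SD below plate mean, unless failing retest; inactive = the rest, including hits failing retest or dose response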; also: some compounds called inactive have numbers as strong as hits; many of its hits are not listed in these tables
IDE cell activ = activators of human insulin-degrading enzyme in cells; AID 493087; P14735; 0.073% of 340,000 active; activation, % at 5.96 µM; HEK cells, FAbeta-B cleavage, fluorescence polarization; 0% vehicle, 100% cell-free pure enzyme wells;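 active = activation above the mean of all tested compounds plus 3 SD, set per screening campaign, cut at about 17% in these data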
* hit, by the source's call; / = not tested or not shown.

item	GPR7 antagonist	VIM-2 inhibitor	IDE cell inh	PHOSPHO1 block	M18AAP inhibitor	IMP-1 inhibitor	NALP1 yeast inh	p-CIP stab down	IDE cell activ	mol
1	-18.3	-3.1	4.7	12.7	-0.1	-5.3	0.8	-5.0	3.0	CCn1c(SCC(=O)Nc2cc(C)on2)nnc1-c1cccs1
2	-8.6	-2.4	-0.3	28.9	1.5	-2.3	25.3	0.4	7.2	COCCN1C(=O)C(=O)/C(=C(/O)c2cccc(OC)c2)C1c1ccncc1 (configuration not stated)
3	-7.9	0.4	-6.7	-3.0	-4.2	0.2	3.8	-3.8	-3.3	CCOc1ccc(OCC)c(NC(=O)CCn2cccc2)c1
4	11.1	2.2	-4.5	29.8	6.8	-2.0	/	-13.6	3.0	N#CC(C#N)=c1ccc2c(c1)N1C(c3ccccc3)=CC(c3ccccc3)C3CCCCC31N=2 (configuration not stated)
5	-11.4	-4.1	-3.4	27.7	-0.1	-2.7	-4.1	-8.7	/	Cc1ccc(C#CC[N+]2(C)CCCCC2)cc1
6	26.2	0.4	-2.0	51.2	-9.1	-1.7	24.3	8.9	1.8	O=C(Cc1ccc(Br)cc1)N1CCc2ccccc2C1
7	-12.7	-2.7	5.1	18.4	-21.3	-3.0	0.2	-20.1	0.3	COc1ccc(-c2nc(CS(=O)CC(=O)NC3CCCC(C)C3C)c(C)o2)cc1OC (configuration not stated)
8	-10.5	-2.0	-2.8	-5.3	14.7	-3.5	5.4	-8.6	1.2	O=C(NNC(=S)Nc1ccccc1)c1cccc(S(=O)(=O)N2CCOCC2)c1
9	15.9	0.9	3.4	16.5	-8.2	-1.1	-6.0	-7.1	1.1	Cc1ccc2c(c1)nnn2C1CCN(C(=O)Nc2ccccc2C)CC1
10	5.1	-1.2	21.6*	27.4	0.6	-0.4	31.0	-1.0	-9.9	O=[N+]([O-])c1ccc(N2N=C(c3ccco3)CC2c2ccccc2)cc1 (configuration not stated)
11	2.1	-0.5	1.1	-4.9	1.9	-2.0	9.0	-7.3	-1.6	CCC(C)c1ccc(OCCN2CCCC2)cc1 (configuration not stated)
12	-13.9	0.4	1.9	15.4	-7.0	-1.6	34.0	-15.0	-0.8	O=C(Cn1c(=O)c2cccn2c2cccnc21)N1CCN(c2ccc(Cl)cc2)CC1
13	6.7	-4.5	0.8	27.3	-0.3	-3.9	4.8	-6.5	-7.0	CCOc1ccc(NC(=O)CSc2nnc(-c3ccccc3Cl)n2Cc2ccco2)cc1
14	10.6	0.7	2.3	-10.0	-4.3	-0.4	33.9	-14.2	-2.7	Cc1ccc(NS(=O)(=O)c2ccc(NC(=O)c3ccc(Br)o3)cc2)c(C)c1
15	7.5	1.1	6.1	1.7	-8.6	1.0	19.8	3.5	3.1	Cc1c(NC(=O)CCc2ccccc2)cccc1[N+](=O)[O-]
16	-7.9	-4.6	2.2	0.0	0.8	-2.6	26.9*	-1.8	3.5	COc1ccc(Cn2c(=O)[nH]c3cc(C(=O)N4CCN(Cc5ccccc5)CC4)ccc3c2=O)cc1
17	-0.3	-5.8	6.3	-9.0	19.0	-3.0	18.6	-4.2	-4.7	COc1ccccc1-n1c(SCC(=O)NCc2ccc3c(c2)OCO3)nc2cc([N+](=O)[O-])ccc21
18	-9.5	-3.7	2.0	-64.9	-4.6	-3.7	20.9	0.3	2.9	CC(C)c1ccc(NC(=O)CCCN2C(=S)NC(C)(C)CC2C)cc1 (configuration not stated)
19	-13.2	-0.7	1.1	22.5	-4.2	-1.9	12.4	1.6	0.1	N#Cc1cccc(NC(=O)CN2CCN(Cc3ccccc3)CC2)c1
20	-14.4	-1.4	2.1	6.3	-8.2	-3.8	11.1	-15.4	3.1	FC(F)(F)Oc1ccccc1-c1nnc(-c2cccc(C(F)(F)F)c2)o1
21	-7.8	-3.1	6.2	25.3	3.2	-1.8	7.6	3.5	3.9	Cc1ccc(NC(=O)c2ccccc2CCc2ccccc2)c(C)c1
22	0.0	0.1	2.2	-4.4	18.4	0.2	27.9	-8.1	1.0	CC(NC(=S)Nc1ccc(Cl)cc1Cl)C(c1cccs1)N1CCCC1 (configuration not stated)
23	-4.7	-3.1	4.8	11.7	-0.3	-2.9	-8.1	-13.4	/	Cc1nn(C)c(Sc2ccccn2)c1[N+](=O)[O-]
24	-3.7	-0.3	-5.2	33.0	7.6	-1.7	17.7	-8.2	-2.6	CCOc1ccccc1/C=C\c1nc(O)c([N+](=O)[O-])c(=O)[nH]1
25	-9.1	-0.5	-3.8	22.8	-5.2	-2.9	19.2	-6.2	3.3	O=S(=O)(Nc1nc2ccc(S(=O)(=O)N3CCCCC3)cc2s1)c1ccccc1
26	1.0	-0.4	4.5	-1.0	22.3	-3.7	-11.9	-2.0	1.3	COc1ccc2ccccc2c1/C=N/Nc1ccc(Cl)c(C(=O)O)c1
27	4.2	0.2	-0.8	12.1	9.1	-2.5	2.2	-9.2	4.2	CC1CCN(C(=S)c2ccc(O)cc2)CC1
28	0.3	-3.6	/	/	2.7	-2.7	/	/	/	O=C(O)CCC(=O)NC1CCCCC1NC(=O)CCC(=O)O (configuration not stated)
29	-1.6	-0.2	0.0	2.8	8.2	-3.0	14.3	0.5	3.6	O=C(CCS(=O)(=O)c1cccc2nonc12)N1CCOCC1
30	-11.0	0.2	-0.2	36.9	-10.6	-0.5	7.2	-4.2	1.9	Cc1nnc(C)n1/N=C/c1c(O)ccc2ccccc12
31	-4.6	-2.9	2.8	-11.1	-1.3	-6.3	17.9	0.1	/	CCC(=O)NC(/C=C/c1ccccc1)c1cc([N+](=O)[O-])c2cccnc2c1O (configuration not stated)
32	-9.0	4.1	-4.7	12.5	-16.0	-0.5	13.6	-15.8	1.2	O=C(Nc1ccccc1[N+](=O)[O-])c1cc(S(=O)(=O)N2CCOCC2)cs1
33	-2.8	0.0	3.1	21.8	-1.4	-0.6	20.3	-20.4	-5.0	CC(C)COc1ccc(C(=O)N/C(=C\c2cccc([N+](=O)[O-])c2)C(=O)OC(C)C)cc1
34	-11.0	-6.7	2.8	-7.1	0.9	-8.2	14.8	-4.0	3.3	CCc1c(C)sc(NC(=O)C2CCCO2)c1C#N (configuration not stated)
35	-9.1	0.6	8.9	20.9	-2.4	-3.1	-42.7	-3.6	3.3	COc1ccc(CCNC(=O)c2c(O)c3cccc4c3n(c2=O)CC4)cc1
36	-13.1	-2.5	1.1	1.7	-0.6	-1.9	13.7	-6.4	3.5	N#Cc1ccc(C(=O)Nc2cc(S(=O)(=O)N3CCCC3)ccc2OCC(F)(F)F)cc1
37	2.2	-1.0	0.6	7.4	4.8	-1.1	3.8	1.8	2.0	O=C(COc1ccccc1)NCC(=O)NC1=NCCS1
38	12.9	-0.5	-0.8	29.0	-1.5	0.7	15.9	6.3	6.4	CC(Sc1cccc[n+]1[O-])c1ccccc1 (configuration not stated)
39	-0.8	0.3	-5.7	5.3	0.0	-0.9	22.8	-12.3	2.0	COc1cc(OC)c(/C=N/N2CCN(c3ccccc3OC)CC2)c(OC)c1
40	-7.8	-0.3	-0.2	-3.9	4.4	-4.4	37.9	7.7	5.9	CCOC(=O)N1CCN(CC(O)COc2ccc(C)cc2C(C)(C)C)CC1 (configuration not stated)
41	-14.9	-2.8	4.8	12.8	21.6	-3.4	11.0	-10.2	5.1	CCOC(=O)c1sc(N(Cc2ccccc2)C(=O)CCl)nc1C
42	10.7	-1.7	-0.6	36.7	11.8	-2.2	13.1	-16.5	1.2	CCc1cc2c(=O)nc3n(c2s1)Cc1ccccc1/C3=C(/O)c1ccc(F)cc1
43	30.8	0.5	-1.6	32.6	0.6	1.9	-19.3	-2.5	4.0	O=C(COc1cccnc1[N+](=O)[O-])NCc1ccccc1
44	-4.0	-2.9	3.9	10.9	2.0	-2.8	14.3	3.7	0.8	O=C(Nc1ccccc1OC(=O)c1ccc(Cl)cc1)c1ccc(Cl)cc1
45	-7.8	-1.4	-0.4	4.5	-4.3	-1.5	17.6	0.5	4.8	CCNS(=O)(=O)c1ccc2c(c1)NCC2
46	-7.2	-1.2	-2.2	4.4	-1.0	-0.8	5.8	-7.6	5.3	CC1(C)Cc2ccccc2C(N/N=C/c2ccc(Cl)cc2)=N1
47	11.6	-0.5	3.0	12.8	3.1	-0.6	0.0	-9.4	-5.8	Cc1ccc(N(C)C(=O)N2CCN(S(=O)(=O)c3ccc(C)c(C)c3)CC2)cc1
48	8.0	-0.8	3.0	20.1	3.2	-2.2	-14.5	13.9	3.5	Cc1ccc(Cl)c(NC(=O)CN2CCNC(=O)C2)c1Cl
49	-5.6	-4.9	-4.1	-4.6	13.8	-2.8	27.3	-7.2	0.7	CCCCNC(=S)Nc1ccc(Cl)cc1
50	-1.0	-1.6	-3.3	3.5	-14.5	-1.2	9.6	8.8	6.3	COc1cccc(S(=O)(=O)c2nc(C)c3c(n2)CCC3)c1
51	-9.2	-5.9	1.3	-2.1	-5.8	-4.3	-11.0	-30.2	4.2	CN(C(=O)CSc1nnc(-c2ccc(F)cc2)c2ccccc12)C1CCS(=O)(=O)C1 (configuration not stated)
52	2.3	-2.8	-1.2	57.9	6.0	0.4	23.6	-2.8	1.2	COc1ccc(NC(=O)c2nnn(CC(=O)Nc3ccc4c(c3)OCO4)c2N)c(OC)c1
53	-2.1	-2.8	4.1	3.4	-10.1	-2.8	20.2	-9.0	-2.0	O=C(NNC(=O)[C@@H]1CCCC[C@@H]1C(=O)O)Nc1ccccc1
54	-4.1	-3.0	-5.3	7.7	3.6	-2.2	-12.2	-19.3	10.6	Cc1c(C(=O)Oc2cccc3cccnc23)oc2ccccc12

Whole records, quoted from the list. Values in the order: GPR7 antagonist	VIM-2 inhibitor	IDE cell inh	PHOSPHO1 block	M18AAP inhibitor	IMP-1 inhibitor	NALP1 yeast inh	p-CIP stab down	IDE cell activ
COc1cccc(S(=O)(=O)c2nc(C)c3c(n2)CCC3)c1 reads -1.0	-1.6	-3.3	3.5	-14.5	-1.2	9.6	8.8	6.3
Cc1c(C(=O)Oc2cccc3cccnc23)oc2ccccc12 reads -4.1	-3.0	-5.3	7.7	3.6	-2.2	-12.2	-19.3	10.6
Cc1ccc(N(C)C(=O)N2CCN(S(=O)(=O)c3ccc(C)c(C)c3)CC2)cc1 reads 11.6	-0.5	3.0	12.8	3.1	-0.6	0.0	-9.4	-5.8
